EPAC2 antag: EPAC2 (human) antagonism; AID 720708; Q8WZA2; Potency, µM (doses to about 114 µM), for inactives: at the highest dose activity, negative = inhibition, most hits filed as inhibitors; 0.18% of 360,000 active; EPAC2 GEF exchange of Rap1B-BODIPY-GDP, fluorescence; also: potency is read from the fitted curve at half-maximal effect; % is scaled to controls: 0 for no effect and ±100 for the full control effect; nearly all actives have a fitted effect of over 45% in size; many of its hits are not listed in these tables
Target sequence (Q8WZA2 whole entry, looked up): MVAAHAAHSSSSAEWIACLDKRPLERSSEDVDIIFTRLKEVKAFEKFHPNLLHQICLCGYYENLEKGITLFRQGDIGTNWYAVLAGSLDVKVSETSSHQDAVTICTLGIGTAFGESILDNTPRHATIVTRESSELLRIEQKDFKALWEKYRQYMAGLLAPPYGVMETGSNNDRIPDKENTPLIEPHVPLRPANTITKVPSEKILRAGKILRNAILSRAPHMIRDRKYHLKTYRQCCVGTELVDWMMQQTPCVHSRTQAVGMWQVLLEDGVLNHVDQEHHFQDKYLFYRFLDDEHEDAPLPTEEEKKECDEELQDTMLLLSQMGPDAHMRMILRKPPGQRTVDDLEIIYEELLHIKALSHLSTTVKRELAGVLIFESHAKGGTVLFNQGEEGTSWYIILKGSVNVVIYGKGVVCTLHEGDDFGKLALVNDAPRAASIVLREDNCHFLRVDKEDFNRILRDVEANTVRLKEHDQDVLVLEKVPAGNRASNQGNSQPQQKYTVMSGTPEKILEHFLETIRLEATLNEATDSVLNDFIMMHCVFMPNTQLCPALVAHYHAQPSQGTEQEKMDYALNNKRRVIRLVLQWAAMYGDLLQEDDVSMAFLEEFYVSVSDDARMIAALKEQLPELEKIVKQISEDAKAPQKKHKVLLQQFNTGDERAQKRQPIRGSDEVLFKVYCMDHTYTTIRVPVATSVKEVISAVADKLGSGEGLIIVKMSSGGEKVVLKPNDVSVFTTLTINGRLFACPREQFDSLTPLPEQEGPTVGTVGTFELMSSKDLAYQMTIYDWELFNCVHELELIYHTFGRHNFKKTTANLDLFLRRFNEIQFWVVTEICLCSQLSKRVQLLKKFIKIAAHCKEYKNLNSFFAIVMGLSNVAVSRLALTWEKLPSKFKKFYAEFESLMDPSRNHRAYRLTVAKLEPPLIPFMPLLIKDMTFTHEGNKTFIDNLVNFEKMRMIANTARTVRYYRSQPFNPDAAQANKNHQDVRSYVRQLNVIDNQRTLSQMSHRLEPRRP
DRD3 antagonist: antagonists of human D3 dopamine receptor | P35462 | D3R cells, DiscoveRx beta-arrestin luminescence, antagonist mode; active compounds read low | max response, negative = inhibition, % | 2.5% of 360,000 active; in the data active = max response below about -50%; inconclusive = no clear call, values can overlap the other calls; also: % is scaled to controls: 0 for no effect and ±100 for the full control effect; mostly tested at two doses, the higher about 12 µM
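Cells plated overnight at 1500 cells/well, then exposed to library compounds with dopamine controls for 90 minutes at 37 degrees C. DiscoveRx reagent added for 30–60 minutes at room temperature; luminescence read, quantitative HTS format.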
D3 ag: D3 dopamine receptor (human) agonism | max activation, % | 0.58% of 410,000 active | P35462 | D3R DiscoveRx beta-arrestin cells, luminescence, 90 min | AID 652048; in the data active = max activation above about 30%; also: 0% is about no effect; mostly tested at two doses, the higher about 12 µM
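Agonist-mode cell screen: cells plated at 1500/well and incubated overnight at 37 °C, then exposed to library compounds for 90 min at 37 °C. Detection reagent was added for 30–60 min at room temperature, and luminescence was read.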
Akt phos inh: blocks phosphorylation of Akt; Neuro2A IGF-stimulated pAkt S473 HTRF, 20 min; active compounds read low; activity change, % for hits at 50 µM; 0.32% of 360,000 active; AID 651550; in the data active = activity change below about -80%; inconclusive = mostly about -51% to -80%; also: % is scaled to controls: 0 for no effect and ±100 for the full control effect
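Neuro2A cells (4,500/well, DMEM with 0.5% FBS) were treated with compound at a single 50 µM final concentration, stimulated with 6 nM IGF for 20 min at 37 °C, and lysed. Phospho-Akt Ser473 was read by HTRF as 665/615 ratio ×10^4.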
PTHR1 agonist: PTHR1 (human) receptor agonism. Q03431. HEK293 GP2 PTHR1 cells, GloSensor cAMP luminescence, 1 h. Potency, µM (titrated, usually from 115 µM), without a hit: at the highest dose activation, actives largely listed as activators. 0.075% of 410,000 active. AID 743266; also: potency is read from the fitted curve at half-maximal effect; nearly all actives have a fitted effect of over 55% in size; some results filed as inactive show a strong effect at the top dose; inactives centre near -15; many of its hits are not listed in these tables
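HEK-293-derived GP2 cells expressing PTHR1 and a GloSensor cAMP reporter, 3,000/well, plated overnight, given luciferin plus IBMX (each 0.5 mM as added) for 1 h at 37 °C, then compound for 1 h at 37 °C. Luminescence was read after 15 min at room temperature.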
MmCpn inh: M. maripaludis TRiC chaperonin inhibition; purified Mm-Cpn ATPase, ADP Transcreener TR-FRET; Potency, µM (doses to about 76.9 µM), without a hit: at the highest dose activity, negative = inhibition, usual class: inhibitors; 0.031% of 330,000 active; AID 504842; also: potency is read from the fitted curve at half-maximal effect; % is scaled to controls: 0 for no effect and ±100 for the full control effect; nearly all actives have a fitted effect of over 80% in size
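ATPase turnover read by TR-FRET ADP competition (Eu cryptate antibody/ADP-d2, 665/590 nm): 10uM ATP final, 25nM Mm-CPN final, 30 min 37degC after 10-min compound preincubation, pH 7.4 Tris/KCl/MgCl2/DTT buffer.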
EPAC2 ag: activates human EPAC2 exchange factor; Q8WZA2; EPAC2 activation, biochemical qHTS; response scale: 100% = 6.5 mM cAMP response; Potency, µM (series often up to 154 µM), without a hit: at the highest dose activation, hits mostly activators; 0.079% of 360,000 active; AID 720711; also: potency is read from the fitted curve at half-maximal effect; nearly all actives have a fitted effect of over 50% in size
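qHTS, titration series. 100 nM EPAC2 / 250 nM Rap1B-BODIPY-GDP / 50 uM GDP; RT; ex 480/em 540 nm, 5-min reads to 30 min. Norm. to 6.5 mM cAMP = activation.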
CCT chaperon mod: changes cytosolic chaperonin activity. purified chaperonin ATPase assay, HTRF ADP detection, 30 min. activity change, % (test concentration not listed), hits read low. 0.3% of 360,000 active; in the data active = activity change below about -30%; also: % is scaled to controls: 0 for no effect and ±100 for the full control effect
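TRiC at 40 or 20 nM final (batch-dependent) in 30 mM Tris pH 7.4, 100 mM KCl, 5 mM MgCl2, 1 mM DTT, with compound at single 76 uM and 10 uM ATP, 30 min at 37 deg C. ADP detected by HTRF Transcreener, 665/615 ratio.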
Numbers without * were called inactive; i = inactive; ? = inconclusive; . = no result given; [ ] = another dose, or the depositor's remark. Unless noted, calls follow the shape of the dose curve; as a rule, active = well fitted curve in the direction sought with a large enough effect; inconclusive = small, poorly fitted or top-dose-only effect, or another doubt; inactive = no such curve, though single readings can be large; an effect the other way counts as inactive or inconclusive. Only part of the results is shown (hit frequency here may not be typical).

SMILES	EPAC2 antag	DRD3 antagonist	D3 ag	Akt phos inh	PTHR1 agonist	MmCpn inh	EPAC2 ag	CCT chaperon mod
O=C(CSc1nc(-c2ccccc2)nc2c1CCCC2)N1CCOCC1	1%[57.1 µM]	0	-3	i	i	-1%	-14%	0.8
N#C/C(=C\c1ccc(Sc2nc3ccccc3[nH]2)o1)c1ccccc1	1%	17	3	i	-42%[inhibitor]	-2%	7%	0.2
N#Cc1ccc(CSc2nc(N)cc(=O)[nH]2)cc1	4%	-1	-1	i	-11%	1%	7%	-4.0
CN(CCC#N)C(=O)COC(=O)/C=C/c1ccc2c(c1)OCO2	-14%	-2	16	i	-3%	-1%	5%	-2.7
CCCOc1cc(C)c(S(=O)(=O)NCCOC)cc1C	6%	8	-3	i	-8%[57.5 µM]	-8%	0%	-4.0
NC(=O)NC(c1ccc(Cl)cc1)c1ccccc1Cl (stereo not given)	-23%	-1	6	i	-18%	2%	0%	0.4
Cc1c(NC(=O)c2nn(C)c(=O)c3ccccc23)c(=O)n(-c2ccccc2)n1C	15%	-4	1	i	i	.	5%	-1.1
O=C(c1ccc(N2CCOCC2)c([N+](=O)[O-])c1)N1CCCCC1	-6%	14	1	i	-16%	3%	1%	-0.1
O=C(NC1CCCCCCC1)c1ccco1	9%	17	-7	i	-9%[57.5 µM]	4%	0%	-1.4
O=c1c2cccc(Cl)c2nc2n1Cc1ccccc1-2	-16%	6	4	i	i	-5%	-3%	2.2

Some entries already given, showing only MmCpn inh and PTHR1 agonist:
SMILES	MmCpn inh	PTHR1 agonist
N#Cc1ccc(CSc2nc(N)cc(=O)[nH]2)cc1	1%	-11%
CN(CCC#N)C(=O)COC(=O)/C=C/c1ccc2c(c1)OCO2	-1%	-3%
CCCOc1cc(C)c(S(=O)(=O)NCCOC)cc1C	-8%	-8%[57.5 µM]

New compounds follow
SMILES	EPAC2 antag	DRD3 antagonist	D3 ag	Akt phos inh	PTHR1 agonist	MmCpn inh	EPAC2 ag	CCT chaperon mod
Cc1cc(=O)oc2cc(NC(=O)C3COc4ccccc4O3)ccc12 (stereo not given)	14%	-8	2	i	-10%[57.5 µM]	-3%	0%	1.3
CCOC(=O)C1=C(C)NC(=O)NC1C(C)C (stereo not given)	4%	35	-2	i	i	.	8%	0.0
CCC(C)n1c(-c2cccs2)nc2nc3ccccc3nc21 (stereo not given)	-30%	9	2	.	i	-4%	-1%[15.6 µM]	-0.9
O=C(Nc1ccccc1O)c1nc(Cl)ccc1Cl	-8%	4	5	i	-4%	2%	6%	0.3
CC(=O)Nc1c(C(=O)O)oc2ccccc12	8%	9	-4	i	i	0%	5%	2.2
NC(N)=NCCCC(NC(=O)c1ccccc1)C(=O)Nc1ccc2ccccc2c1 (stereo not given)	-13%	?	-70	i	-19%	1%	1%	1.7
COc1ccc(NC(=O)Nc2ccc3c(c2)C(=O)N([C@@H](C)CO)C[C@@H](C)[C@@H](CN(C)CC2CCCCC2)O3)cc1	0%	-6	-13	i	i	0%	3%	-1.0
CC1=C(C(=O)OC(C)C)C(c2ccsc2)NC(=O)N1C (stereo not given)	9%	20	-21	i	i	1%	2%	-1.4
CN(CC(=O)Nc1ccccc1Br)Cc1nc2ccccc2c(=O)[nH]1	-2%	?	6	i	-2%	1%	7%	1.0
COc1ccccc1C(CNC(=O)c1cc(C)nc2ccccc12)N(C)C (stereo not given)	-3%	9	3	i	i	-1%	7%	0.6
COC(=O)c1cn(C(=O)c2ccco2)c2ccccc12	-1%	11	0	i	i	0%	-1%	1.6
O=C(COc1ccccc1Cl)Nc1cc(Cl)ccc1Oc1ccccc1	-2%	0	-1	i	29%[57.5 µM]	1%	12%	0.0
CN1C(=O)CC(N2CCN(c3ncccn3)CC2)C1=O (stereo not given)	13%	15	1	i	-3%[57.5 µM]	-6%	-4%	-0.2
CCN1CCN(C(=O)NS(=O)(=O)c2ccc(C)cc2)CC1	-5%	1	2	i	-5%	2%	5%	-1.6
COC(=O)c1ccc(CNC(=O)Cn2cc(C)c(=O)[nH]c2=O)cc1	17%	-8	-4	i	i	.	6%	-1.0
Oc1c(C(c2ccccc2)N2CCc3ccccc3C2)sc2ncnn12 (stereo not given)	-3%	-13	-2	i	i	-1%	17%	-1.3
CCCCc1nc2cc(C(=O)N3CCC(OC)CC3)ccc2o1	-5%	-14	-7	i	i	-17%	2%	-2.8
O=C(NCc1ccccn1)c1nn(-c2ccccc2)c(=O)c2ccccc12	7%	5	0	i	i	-2%	7%	-1.8
CCOC(=O)C1=C(O)C(=O)N(c2ccc(S(N)(=O)=O)cc2)C1c1ccc(Br)cc1 (stereo not given)	2%	-13	-4	i	-23%	-4%	1%	-0.7
COc1ccc(CNC(=O)C2CCN(S(=O)(=O)N3CCC4(CC3)OCCO4)CC2)c(OC)c1	-6%	-2	-19	i	?	0%	13%	-1.4
O=C(CCN1C(=O)c2ccccc2C1=O)NC1=NCCS1	14%	?	-6	-112%*	-23%[57.5 µM]	-5%	1%	2.8
Nc1ccc(S(=O)(=O)NN=CC=Cc2ccccc2[N+](=O)[O-])cc1	-2%	-65*	-17	i	i	.	14%	-2.3
O=C(CSc1nc2c(c(=O)n1-c1ccc(F)cc1)SCC2)Nc1ccc2c(c1)OCO2	10%	6	-5	i	i	.	11%	-0.1
O=C(O)C(NS(=O)(=O)c1ccccc1)C(O)c1ccccc1 (stereo not given)	-5%	-11	2	i	i	-3%	8%	2.5
C/C(=N\Nc1ccc([N+](=O)[O-])cc1)c1ccc(O)cc1	?	-27	-8	i	-31%[inhibitor]	1%	10%	-0.1
O=C(N/N=C/c1ccc(-c2ccc([N+](=O)[O-])cc2)o1)C(O)c1ccccc1 (stereo not given)	-5%	16	-5	i	i	1%	3%	-0.5
CC(C)(NC(=O)c1ccccc1)c1nc2ccccc2s1	8%	15	9	i	-1%	1%	5%	-2.3
Cc1cccc(NS(=O)(=O)c2ccc3c(c2)NC(=O)CC(=O)N3)c1	0%	-1	-1	i	i	4%	10%	-1.1
CCOC(=O)c1c(N)nn(C(=O)C(C)(C)C)c1-c1ccccc1	16%	9	4	i	i	1%	2%	-1.6
O=C(COc1ccc([N+](=O)[O-])cc1)Nc1ccc(C(=O)Nc2ccccc2C(=O)O)cc1	-13%	19	1	i	i	-14%	2%	-3.3
CSCCC(NC(N)=O)C(=O)Nc1cccc(C#N)c1 (stereo not given)	-1%	3	10	i	i	-1%	7%	-1.1
COc1ccccc1C1N=C(c2ccccc2C)NO1 (stereo not given)	-2%	7	1	i	-5%	0%	3%	-0.2
COc1ccc(-c2noc(N3CCCC(C(=O)Nc4ccccc4F)C3)n2)cc1 (stereo not given)	10%	-15	-1	i	i	0%	17%	-2.1
Cc1ccccc1NC(=O)c1cccc(N2C(=O)C3C4CC(C(Br)C4Br)C3C2=O)c1 (stereo not given)	1%	3	5	i	-11%	0%	6%	-5.3
O=C(OCC(O)COC(=O)c1cccnc1)c1cccnc1	-1%	0	-4	i	i	2%	6%	0.1
CCc1ccc2c(CSc3nnnn3C)cc(=O)oc2c1	-6%	3	-15	i	-14%	1%	-7%	-0.5
Cc1ccc2c(COC(=O)C3=COCCO3)cc(=O)oc2c1	-5%	0	2	i	-23%	0%	4%	-0.4
CCOC(=O)c1cnn(-c2cc(C)nc3c(-c4ccccc4)c(C)nn23)c1N	-4%	10	2	i	i	-1%	-13%	-0.4
Cc1cccc(N2C(=O)C3C(c4ccccc4)OC4(C(=O)c5ccccc5C4=O)C3C2=O)c1 (stereo not given)	7%	-12	3	i	-28%	1%	10%	-3.3
O=C(c1cccnc1)N1CCC2CC1c1c(Cl)cccc12 (stereo not given)	-5%	3	3	i	-45%[inhibitor]	.	-3%	0.9
CCOc1ccc(N2C(=O)CS/C2=N/NC(=O)COc2ccc3ccccc3c2)cc1	-5%	-7	-3	i	i	0%	25%	-0.7
CC1(C(=O)O)CCCN(C(=O)c2cccnc2Oc2ccccc2)C1 (stereo not given)	-2%	11	5	i	-13%	.	1%	-0.8
CCNC(=O)CSc1nnc(C2CC2)n1-c1ccccc1	-1%	-25	1	i	i	-1%	8%	-2.0
O=C(COC(=O)c1ccc2[nH]c3c(c2c1)CCCC3)Nc1ccccc1Cl	-4%	3	6	i	i	4%	2%	-3.0
CNC(=O)Nc1cccc(NC(=O)NC)n1	-2%	5	2	i	i	1%	6%	2.1
Cc1ccc(C)c(S(=O)(=O)Nc2ccc(C(=O)NCC(c3ccco3)N3CCCCC3)cc2)c1 (stereo not given)	-1%	-19	-28	i	-22%	-2%	11%	0.1
CC(=O)Nc1ccc(CN2C(=O)C(C)ON=C2c2ccccc2-c2ccco2)cc1 (stereo not given)	11%	5	-5	i	-15%	.	-2%	1.1
Cc1ccc(NC(=S)N2CCC(O)CC2)c(C)c1	13%	-4	-3	i	-20%	-1%	5%	1.0
CCOc1ccc(CCNC(=O)c2nnn(CC(=O)Nc3ccccc3C)c2N)cc1OCC	49%[activator]	17	-4	i	i	0%	-7%	0.1
COC(=O)C[C@@H]1CC[C@@H](NS(=O)(=O)c2cccc(OC)c2)[C@@H](CO)O1	11%	-9	-2	i	i	.	4%	.

Full records, quoted from the list. Order of screens: EPAC2 antag | DRD3 antagonist | D3 ag | Akt phos inh | PTHR1 agonist | MmCpn inh | EPAC2 ag | CCT chaperon mod
Listed for COC(=O)C[C@@H]1CC[C@@H](NS(=O)(=O)c2cccc(OC)c2)[C@@H](CO)O1 = 11% | -9 | -2 | i | i | . | 4% | .
Listed for Cc1ccc(C)c(S(=O)(=O)Nc2ccc(C(=O)NCC(c3ccco3)N3CCCCC3)cc2)c1 (stereo not given) = -1% | -19 | -28 | i | -22% | -2% | 11% | 0.1

(further entries)
SMILES	EPAC2 antag	DRD3 antagonist	D3 ag	Akt phos inh	PTHR1 agonist	MmCpn inh	EPAC2 ag	CCT chaperon mod
CC(C)(C)OC(=O)N1CCC(NC(=O)c2[nH]cnc2C(=O)Nc2ccon2)CC1	-11%	6	11	i	-23%	2%	-13%	0.0
O=C(Nc1ccc(Br)cc1Cl)N1CCOCC1	-4%[57.1 µM]	1	1	i	i	1%	8%	0.7
Cc1ccc(NC(=O)CN(C)C(=O)c2cccc(S(=O)(=O)NCc3ccco3)c2)cc1	-5%	-2	-10	i	i	1%	9%	2.5
CC(C)CN(C(=O)c1ccc(S(=O)(=O)N2CCCCC2)cc1)C1CCS(=O)(=O)C1 (stereo not given)	0%	-20	-20	i	i	-4%	1%	-0.8
CC(C)CC(=O)Nc1cccc(NC(=O)c2ccccc2Cl)c1	-4%	-11	-2	i	i	1%	0%	0.0
